SENP6 inh – SENP6 protease inhibition. inhibition, % at 10 µM. 330,000 tested, 1.8% active. Recombinant SENP6 catalytic domain, aminoluciferin luminescence;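 active = inhibition above about 50% at the single tested dose, limit read from the data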;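 note: plate controls were DMSO wells with enzyme for no effect and DMSO wells lacking enzyme for full effect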
PfG6PD inh – PfG6PD (Plasmodium falciparum) enzyme inhibition. PfGluPho enzyme, NADPH resazurin-diaphorase fluorescence. inhibition, % at 20 µM. 350,000 tested, 0.78% active. AID 504690;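 active = inhibition reaching at least a set limit at 20 µM in the primary screen, cut at about 59% in these data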;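 note: 0% = DMSO wells with substrate and 100% = DMSO wells lacking glucose-6-phosphate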
HKDC1 inh – inhibitors of human hexokinase HKDC1; Q2TB90; recombinant HKDC1, G6PDH/diaphorase resazurin coupled fluorescence; inhibition, % at 20 µM; 340,000 tested, 0.16% active; AID 493160;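 active = inhibition above about 35% when tested at 20 µM, limit read from the data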;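 note: plate controls were DMSO wells with enzyme for no effect and DMSO wells lacking enzyme for full effect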
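Assay system: in-house recombinant HK5 (HKDC1) enzyme. Input: HKDC1 at 5 µg/mL. Medium: Tris pH 8.0 buffer with MgCl2, Tween-20, BSA, BME. Dosing: single 20 µM dose. Schedule: 90 min reaction incubation at room temperature, dark. Signal: resazurin-to-resorufin fluorescence via G6PDH and diaphorase coupling, 525/613 nm. Controls: DMSO-enzyme wells negative, buffer-substituted wells positive.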
SENP8 block – SENP8 (human) protease inhibition. Q96LD8. recombinant SENP8, Nedd8 substrate fluorescence. inhibition, % at 20 µM. 360,000 tested, 0.64% active. AID 602440; in the data active = inhibition mostly above about 40%, no sharp cut-off; inactive = mostly below about 27%
Target sequence (Q96LD8 whole entry, looked up): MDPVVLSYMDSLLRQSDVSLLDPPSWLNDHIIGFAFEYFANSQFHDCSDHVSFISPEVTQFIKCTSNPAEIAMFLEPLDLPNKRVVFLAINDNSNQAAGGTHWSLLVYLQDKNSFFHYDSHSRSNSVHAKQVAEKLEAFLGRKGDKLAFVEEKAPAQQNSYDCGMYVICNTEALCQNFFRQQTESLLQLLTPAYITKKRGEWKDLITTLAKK
MPTP inh – permeability transition pore inhibition; inhibition, % at 10 µM; isolated mouse mitochondria, Ca2+ swelling absorbance, 30 min; 360,000 tested, 1.4% active;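 active = inhibition of 50% or more, scaled per plate between neutral and stimulator controls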;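 note: 0% = DMSO wells given calcium and 100% = 1 mM EGTA wells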
ATG4B inh – blocks human ATG4B protease cleavage of LC3 substrate; Q9Y4P1; ATG4B cleavage of LC3-PLA2, NBD-HPC fluorescence, 1 h; inhibition, % at 8.33 µM; 340,000 tested, 0.51% active; AID 504462; in the data active = inhibition above about 40%
Target sequence (Q9Y4P1 whole entry, looked up): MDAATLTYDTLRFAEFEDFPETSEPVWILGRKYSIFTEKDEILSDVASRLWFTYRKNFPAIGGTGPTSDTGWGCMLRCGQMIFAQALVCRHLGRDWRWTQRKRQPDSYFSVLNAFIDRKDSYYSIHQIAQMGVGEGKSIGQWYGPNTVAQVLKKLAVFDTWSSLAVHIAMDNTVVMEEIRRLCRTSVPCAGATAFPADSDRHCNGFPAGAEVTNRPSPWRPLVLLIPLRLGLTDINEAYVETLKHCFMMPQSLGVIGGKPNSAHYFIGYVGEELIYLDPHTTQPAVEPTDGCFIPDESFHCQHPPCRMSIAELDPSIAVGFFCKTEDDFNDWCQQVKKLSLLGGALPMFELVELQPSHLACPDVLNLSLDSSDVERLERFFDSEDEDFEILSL
SENP7 inh – SENP7 protease inhibition. inhibition, % at 5 µM. recombinant SENP7, Z-RLRGG-aminoluciferin luminescence, 40 min. AID 434973. 330,000 tested, 1.5% active. Q9BQF6;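 active = inhibition above about 50% at the single test dose, limit read from the data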;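 note: plate controls were DMSO with enzyme for no effect and no enzyme buffer wells for full effect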
Target sequence (Q9BQF6 706-1050 limits assumed): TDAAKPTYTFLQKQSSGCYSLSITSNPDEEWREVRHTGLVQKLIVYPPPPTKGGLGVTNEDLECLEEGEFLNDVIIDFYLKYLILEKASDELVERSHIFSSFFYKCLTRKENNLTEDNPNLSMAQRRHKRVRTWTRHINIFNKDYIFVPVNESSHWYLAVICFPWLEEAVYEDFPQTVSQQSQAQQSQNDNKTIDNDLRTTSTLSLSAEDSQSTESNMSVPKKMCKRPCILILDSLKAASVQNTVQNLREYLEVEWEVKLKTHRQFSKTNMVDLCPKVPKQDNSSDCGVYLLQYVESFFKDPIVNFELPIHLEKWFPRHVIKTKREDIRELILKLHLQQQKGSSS
NR3A LBD binder – modulates the human NR3A ligand-binding domain; NR3A LBD differential scanning fluorimetry, Tm shift; 0% = protein alone, 100% = glycine-bound protein; Tm shift relative to glycine control, % at 25 µM; 340,000 tested, 2.5% active;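 active = melting temperature shift of at least 10% of the positive control shift, at one fixed dose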
* = called active by the depositor; nt = no result given. This is a random part of the collection; 6.9% or so of the library scored in one or more.

molecule	SENP6 inh	PfG6PD inh	HKDC1 inh	SENP8 block	MPTP inh	ATG4B inh	SENP7 inh	NR3A LBD binder
CCCCNC(=O)c1onc(CSc2ccccc2F)c1C(=O)O	3	-1	5	26	0.0	-3	2	0
Cc1c(NC(=O)c2cccc(F)c2)c(=O)n(-c2ccccc2)n1C	-2	-6	-11	6	-1.6	-2	-3	-2
O=C(O)c1ccc(N=NN2CCOCC2)cc1	18	-1	-6	22	-0.2	5	-2	-1
CN(C)C(=O)c1nc2ccc(Cl)cn2c1CN1CCN(c2ncccn2)CC1	-1	-9	-10	-4	1.2	30	3	1
O=C(COC(=O)c1ccccc1Br)Nc1cc(S(=O)(=O)N2CCOCC2)ccc1N1CCCC1	-2	-5	2	0	-0.4	-19	0	2
O=C(O)CN(Cc1ccco1)S(=O)(=O)c1ccc(F)cc1	5	1	3	-9	0.5	17	-2	-3
CCOc1ccc(C(C)=O)cc1COC(=O)C1=COCCO1	10	-12	5	29	-2.1	2	4	0
O=C(NCCC1=CCCCC1)C1CCN(S(=O)(=O)c2ccc(-n3cnnn3)cc2)CC1	nt	-1	-6	15	-2.2	-14	nt	0
Cc1ccc(N2CC(C(=O)NCCN3CCOCC3)CC2=O)cc1C (stereo unspecified)	14	1	-4	-3	0.0	-9	5	2
COC(=O)c1ccc(-c2ccc(OC)c([C@H]3[C@H]4C=CC[C@@H](C)[C@@H]4C(=O)N3Cc3ccccc3)c2)cc1	-16	7	4	-370	3.9	-6	12	-2
O=C(/C=C/c1ccco1)N1CCN(c2ccccc2)CC1	-25	9	4	21	0.5	-11	-2	2
COc1ccc(C(=O)NCCc2nnc3ccc(SCC(=O)N4CCOCC4)nn23)cc1	-12	-2	6	-11	-0.3	-7	-15	-2
O=c1[nH]c(-c2ccccn2)nc2ccccc12	-5	19	5	0	1.9	5	5	1
Cc1ccc2cccnc2c1NC(=S)NC(=O)c1ccccc1	-5	-4	17	-102	-3.8	8	14	-4
COC(=O)CC1=C(C)C(=O)CC2C(C)(C)CCCC12C (stereo unspecified)	-12	2	2	3	-0.2	2	-2	1
CCSc1ccccc1C(=O)N1CCN(c2ccccc2F)CC1	3	15	-6	8	-0.8	-6	1	9

Given with values under each structure: 3 of the compounds above.
Results follow in this order: SENP6 inh, PfG6PD inh, HKDC1 inh, SENP8 block, MPTP inh, ATG4B inh, SENP7 inh, NR3A LBD binder
CCSc1ccccc1C(=O)N1CCN(c2ccccc2F)CC1
 : 3, 15, -6, 8, -0.8, -6, 1, 9
COC(=O)c1ccc(-c2ccc(OC)c([C@H]3[C@H]4C=CC[C@@H](C)[C@@H]4C(=O)N3Cc3ccccc3)c2)cc1
 : -16, 7, 4, -370, 3.9, -6, 12, -2
COC(=O)CC1=C(C)C(=O)CC2C(C)(C)CCCC12C (stereo unspecified)
 : -12, 2, 2, 3, -0.2, 2, -2, 1

(list continues)
molecule	SENP6 inh	PfG6PD inh	HKDC1 inh	SENP8 block	MPTP inh	ATG4B inh	SENP7 inh	NR3A LBD binder
COc1ccc([C@H]2CC(=O)C=C(c3ccc4c(c3)sc3ccccc34)C2)cc1	-12	8	-1	-41	0.2	-7	9	1
O=C(Nc1cccc(Oc2ccc(C(=O)O)c(C(=O)O)c2)c1)c1ccc(-c2ccccc2)cc1	72*	-30	5	7	-1.4	37	2	-3
COc1ccc(NS(=O)(=O)c2cc(-c3nnnn3C)ccc2OC)cc1	-3	-9	-1	12	1.1	-8	0	-2
c1ccc(C2Nc3ccccc3-c3nc4ccccc4n32)cc1 (stereo unspecified)	-1	10	4	-276	3.2	5	3	-16
O=C1CCCC2=C1C(c1cccs1)n1nc(SCc3ccccc3)nc1N2 (stereo unspecified)	2	24	-4	-201	2.0	-7	-2	0
CCC(C)c1ccccc1NC(=O)C(C)OC(=O)c1ccco1 (stereo unspecified)	2	10	-6	2	-0.2	-6	1	2
Brc1ccc(/C=N/Nc2ccccn2)cc1	1	34	-7	24	1.4	3	65*	-21
COCCNC(=O)CN(C(=O)CCC(=O)Nc1ccccn1)c1ccccc1OC	0	3	-7	6	0.5	5	2	0

Some values from above.
SENP6 inh with Brc1ccc(/C=N/Nc2ccccn2)cc1 reads 1
NR3A LBD binder with c1ccc(C2Nc3ccccc3-c3nc4ccccc4n32)cc1 (stereo unspecified) reads -16

Continued.
molecule	SENP6 inh	PfG6PD inh	HKDC1 inh	SENP8 block	MPTP inh	ATG4B inh	SENP7 inh	NR3A LBD binder
O=C1Nc2ccc3c(c2C1=Cc1cc2c(cc1Br)OCO2)OCO3	nt	10	0	6	2.1	-2	nt	-5
COc1ccccc1CNC(=O)Cn1cc(Br)ccc1=O	-5	6	-6	4	1.1	-1	-5	0
N#Cc1c(-c2cccnc2)c2c([nH]c1=O)-c1ccccc1OC2	-14	-23	3	-457	1.5	-6	-9	-1
COc1ccc(NC(=O)N2CCCC(C(=O)NC(C)C)C2)cc1 (stereo unspecified)	-4	-1	-6	19	-0.4	-8	-3	2
CCN(CC(=O)NC)S(=O)(=O)c1ccc(Br)cc1	-24	-3	-2	18	-0.7	-4	-10	0
Nc1cc(=O)nc(SCC(=O)Nc2cccc3ccccc23)n1CCc1ccccc1	-11	8	8	-29	1.3	-18	8	2
Cc1ccc(S(=O)(=O)NC(CC(C)C)C(=O)N2CCC(C)CC2)cc1 (stereo unspecified)	5	-5	-3	1	1.5	-3	3	-2
O=C(COc1ncnc2cc([N+](=O)[O-])ccc12)NC1CCCCC1	-11	-11	-4	-71	0.9	14	-2	0
Cc1cc(NC(=O)c2cc(-c3ccccn3)nc3c(Cl)cccc23)no1	-6	-4	-4	-16	-0.4	6	-6	-1
CC(C)CNS(=O)(=O)c1ccc(CCC(=O)Nc2ccc3c(c2)OCO3)cc1	-2	3	2	24	0.0	-12	0	0
COCCn1c(-c2ccc(C#N)cc2)nc2c1c(=O)[nH]c(=O)n2Cc1ccccc1	0	12	-2	-449	-1.4	-9	-3	-1
CN1C(=O)c2ccccc2Sc2ccc(NC(=O)NC3CC3)cc21	-12	-1	9	26	-7.8	-1	0	0
O=C(NCCc1ccccc1)C1CCN(S(=O)(=O)N2CCC3(CC2)OCCO3)CC1	-29	-9	-13	3	0.9	-7	-11	2
CS(=O)(=O)N(CCC#N)Cc1ccco1	-1	4	-8	9	2.0	-3	6	0
CC(C)C12CN3CC(C(C)C)(CN(C1)C3c1ccc([N+](=O)[O-])o1)C2=O (stereo unspecified)	-18	2	-4	30	0.4	-3	-4	-2
CCNC(=O)CC1C(=O)N(CC)C(=S)N1NC(=O)c1ccccc1 (stereo unspecified)	1	2	0	18	2.0	0	5	1
NC1=C(c2ccc(F)cc2)C(=O)CS1	-11	13	9	-11	-0.5	-15	-7	0
O=S(=O)(Nc1ccc(-c2nnc(SCc3ccc(Cl)cc3)o2)cc1)c1ccccc1	0	-40	1	20	8.2	8	-2	14*
O=C(CCc1ccccn1)N1CCCC(N2CCN(c3cccc(C(F)(F)F)c3)CC2)C1 (stereo unspecified)	2	17	-7	1	-0.5	-1	-1	-1
O=C(N/N=C/c1cc(Br)cs1)c1c[nH]c2ccccc12	-17	18	1	-8	10	12	-2	38*
Cc1ccc(S(=O)(=O)N(C)c2ccc(OC(=O)c3ccc(N4CCCC4=O)cc3)cc2)cc1	-15	-3	4	-1	0.1	3	15	0
O=C(COC(=O)c1ccc(O)cc1O)NC(=O)c1ccccc1	nt	10	-4	7	-0.3	-2	nt	-12
CCOc1ccc(C2C(C(=O)c3ccc(C)o3)=C(O)C(=O)N2c2nc(C)c(C(=O)OC)s2)cc1 (stereo unspecified)	3	-32	9	-118	3.0	4	18	-7
Cc1ccc(C)c(OCC(=O)Nc2nonc2NC(=O)COc2cc(C)ccc2C)c1	-13	-10	2	24	90*	-19	-10	-4
CCn1cc(CN2CCC(n3nccc3NC(=O)CCCc3ccccc3)CC2)cn1	-1	10	-6	9	1.0	-6	2	0
CC(=O)Nc1ccc(N2CCN(C(=O)c3cccs3)CC2)cc1	9	-10	-4	25	-1.4	-6	-7	-1
O=C1CS/C(=N\NC(=O)c2ccccc2)N1	0	-13	-2	7	1.8	-4	10	0
CCCCC(=O)Nc1c2c(nn1-c1ccc(C)cc1)CS(=O)(=O)C2	5	-2	-2	6	-0.6	-4	5	-2
CCC1C(O)=C(c2ccccn2)C(=N)N1c1ccccc1 (stereo unspecified)	5	-5	-5	-46	-0.1	2	13	0
CCCC(c1nnnn1Cc1ccco1)N1CCC(C(N)=O)CC1 (stereo unspecified)	12	-4	0	36	0.2	-10	2	1
CC1=C(C(=O)N(C)C)C(c2ccc(N3CCOCC3)cc2)NC(=O)N1 (stereo unspecified)	-1	-13	-7	7	-0.2	-1	3	0
CSc1oc(-c2cccs2)nc1S(=O)(=O)c1ccccc1	1	9	-1	-214	2.2	0	-2	-1
COc1ccc(CCNC(=O)c2ccc(-c3cccc([N+](=O)[O-])c3)o2)cc1OC	4	1	4	9	-1.9	-7	4	-3
COCCN1C(=O)N(c2ccccc2)C(=O)C1CC(=O)Nc1cc(OC)cc(OC)c1 (stereo unspecified)	5	-18	-3	17	0.1	2	-7	-1
CCC1(C)Cc2c(sc3c2c2ncnn2c2nnc(SCC(=O)NCc4ccco4)n32)CO1 (stereo unspecified)	-1	15	-2	14	-2.6	-8	-6	-2
CCC(CC)COC(=O)C(C#N)c1nc2ccccc2nc1N1CCN(CC)CC1 (stereo unspecified)	6	12	8	-135	0.5	26	-7	-6
Cc1cc(/C=N/NC(=O)Cn2c3ccccc3c(=O)c3ccccc32)c(C)n1-c1ccc(Cl)cc1	nt	6	-8	-397	1.4	19	nt	-1
Cc1ccc2c(c1)C(=O)C(=O)N2Cc1ccc(F)cc1	-5	14	9	-32	0.9	-3	6	2
COc1cc(C(=O)Nc2ccc3nc4n(c(=O)c3c2)CCCC4)ccc1Br	14	-3	0	14	-0.2	-5	2	0
Cn1nc(-c2ccccc2)c(C(O)c2ccc(Cl)cc2)c1Cl (stereo unspecified)	-13	10	-1	13	2.6	9	-1	0
O=c1[nH]c(/C=C/c2ccc(OC(F)F)cc2)nc2c1cnn2-c1ccccc1	-5	7	-14	-340	2.1	-4	0	4
CC(CCN1CCC(CN2C(=O)C(=O)NC[C@@H]2Cc2ccccc2)CC1)c1ccccc1 (stereo partly specified)	nt	19	1	0	-0.8	nt	nt	0
